ASM inhibitor: blocks human secretory acid sphingomyelinase; placental ASM, HMU-PC fluorogenic substrate, 60 min; Potency, µM (doses to about 57.5 µM), for the others: top-dose activity change, negative = inhibition, most hits filed as inhibitors; actives 0.006% (n = 340,000); further: potency means the concentration at half of the fitted maximal effect
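Human placenta-derived ASM enzyme was preincubated with compound for 10 minutes at room temperature, then given fluorogenic substrate HMU-PC0 (9 uM final) for 60 minutes at 37 °C; a pH 10 stop preceded fluorescence reading at Ex 386/Em 447 nm.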
FBPA coupling cs: coupling enzyme interference in Giardia aldolase counter-screen; coupling enzyme system counterscreen, AmpLite Red fluorescence; activity change, negative = inhibition, % at 58.2 µM, hits read low; actives 0.67% (n = 290,000); AID 2472; in the data active means activity change below about -30%; further: on the % scale 0 is the no-effect control and ±100 the full control effect
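Final compound at 57.5 uM, incubated 10 min at RT with coupling enzyme reagent (glyceraldehyde-3-phosphate), then 20 min with substrate and AmpLite Red detection. Fluorescence read at 525/598 nm; tests interference with the coupling assay, not aldolase inhibition.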
KCNH2 3.1 block: blocks the human KCNH2 3.1 channel isoform. U2OS KCNH2 3.1, thallium flux FluxOr; active compounds read low. activity change, % (tested at about 1.8 µM). actives 0.95% (n = 340,000);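 active means maximum activity change below -70%; inconclusive means maximum activity change from -70% to -50%; inactive means maximum activity change above -50%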;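 further: thallium influx rate constant from kinetic fluorescence after stimulation buffer; on the % scale 0 is the no-effect control and ±100 the full control effect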
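Thallium flux read-out: FluxOr dye with Red40 quencher in HBSS/HEPES, 45 min at RT. Rate constants from kinetic reads were normalized to positive and negative DMSO controls. Cells: U2OS virally expressing the 3.1 isoform.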
GALK inh: galactokinase (human) inhibition; P51570; Purified GALK, Kinase-Glo residual ATP luminescence; Potency, µM (highest dose often 57.5 µM), inactives show at the top dose activity change, negative = inhibition, actives largely listed as inhibitors; actives 0.007% (n = 270,000); AID 1868; further: potency means the concentration at half of the fitted maximal effect; on the % scale 0 is the no-effect control and ±100 the full control effect
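GALK at 5 nM final was combined with compound, 35 uM ATP and 100 uM galactose in HEPES pH8.0 with MgCl2 and DTT. The reaction ran one hour at room temperature before luminescent ATP detection.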
MBNL1-CUG inh: MBNL1-poly(CUG) RNA binding inhibition; TR-FRET MBNL1-His/biotin-(CUG)12 binding, 665/545 ratio; actives 0.036% (n = 280,000); Q9NR56; Potency, µM (highest dose often 57.5 µM), without a hit: at the top dose activity change, negative = inhibition, most hits filed as inhibitors; active means well fitted inhibition curve with a large enough effect in the signal ratio, with a control signal flat, not every such curve was filed as active; inconclusive means small, poorly fitted or top-dose-only effect, or effect the other way, or a change in a side signal; inactive means no such curve, though single readings can be large or run the other way; the % refers to the signal ratio; further: potency means the concentration at half of the fitted maximal effect; on the % scale 0 is the no-effect control and ±100 the full control effect
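Compounds (final 92 nM to 58 uM) are added to His-tagged MBNL1 and biotin-(CUG)12, then terbium anti-His antibody and streptavidin-XL665 (5 nM final). After 60 min at room temperature, the 665/545 nm ratio is read.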
A-T KAP1 phos: candidate therapy for ataxia-telangiectasia | […] A-T fibroblasts, KAP-1 phosphorylation AlphaLISA; neocarzinostatin DNA damage 30 min before lysis | Potency, µM (doses to about 57.5 µM), inactives show at the top dose activation, hits mostly activators | actives 0.19% (n = 320,000); further: potency means the concentration at half of the fitted maximal effect; % of control where 0% means no effect; nearly all actives have a fitted effect of over 45% in size
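hTERT-immortalized A-T patient fibroblasts ([…]), 500 cells/well in OPTI-MEM, 1% FBS, got compounds for 60 min, then NCS for 30 min at 37C. Lysates were then assayed for phospho-KAP-1 by AlphaLISA (anti-pKAP1 donor, anti-KAP1 acceptor beads), 6 hr at 25C.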
a7 integrin act: activators of alpha7 integrin expression for muscular dystrophy. alpha7betagal myoblasts, beta-gal FDG fluorescence, 48 h. Potency, µM (doses to about 38.3 µM), without a hit: at the highest dose activation, actives largely listed as activators. actives 0.064% (n = 350,000);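 further: potency means the concentration at half of the fitted maximal effect; 100% = response of the positive control SU9516; nearly all actives have a fitted effect of over 60% in size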
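alpha7betagal+/- myoblasts (passage 13, 250/well) treated 48 h at 37C with compounds at 1:260 dilution of DMSO stock. Lysed, then beta-galactosidase activity read as FDG fluorescence (ex 480/em 540) after 30 min, with pre-read for autofluorescence.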
hERG WT inh: inhibitors of human wildtype KCNH2 potassium channel; activity change, % at 1.84 µM; actives 0.37% (n = 340,000); U2OS, BacMam KCNH2, thallium flux FluxOr; active compounds read low;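 active means maximum activity change below -70%; inconclusive means maximum activity change between -70% and -50%; inactive means maximum activity change above -50%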; further: on the % scale 0 is the no-effect control and ±100 the full control effect
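U2OS cells were transduced with wild-type KCNH2 virus (2.03 x 10^8 / mL) for 4 h at room temperature, then cultured overnight at 37 C. Thallium flux was read with FluxOr dye. Rate constants were normalized to DMSO controls.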
TRPV1 ag: human TRPV1 agonism | Q8NER1 | TRPV1-expressing cells, Fluo-8 calcium influx, agonist mode | activation, % at 8.33 µM | actives 0.19% (n = 320,000) | AID 540275; in the data active means activation above about 80%; inconclusive means between about 30% and that limit; further: 0% is about no effect
Target sequence (Q8NER1 whole entry, looked up): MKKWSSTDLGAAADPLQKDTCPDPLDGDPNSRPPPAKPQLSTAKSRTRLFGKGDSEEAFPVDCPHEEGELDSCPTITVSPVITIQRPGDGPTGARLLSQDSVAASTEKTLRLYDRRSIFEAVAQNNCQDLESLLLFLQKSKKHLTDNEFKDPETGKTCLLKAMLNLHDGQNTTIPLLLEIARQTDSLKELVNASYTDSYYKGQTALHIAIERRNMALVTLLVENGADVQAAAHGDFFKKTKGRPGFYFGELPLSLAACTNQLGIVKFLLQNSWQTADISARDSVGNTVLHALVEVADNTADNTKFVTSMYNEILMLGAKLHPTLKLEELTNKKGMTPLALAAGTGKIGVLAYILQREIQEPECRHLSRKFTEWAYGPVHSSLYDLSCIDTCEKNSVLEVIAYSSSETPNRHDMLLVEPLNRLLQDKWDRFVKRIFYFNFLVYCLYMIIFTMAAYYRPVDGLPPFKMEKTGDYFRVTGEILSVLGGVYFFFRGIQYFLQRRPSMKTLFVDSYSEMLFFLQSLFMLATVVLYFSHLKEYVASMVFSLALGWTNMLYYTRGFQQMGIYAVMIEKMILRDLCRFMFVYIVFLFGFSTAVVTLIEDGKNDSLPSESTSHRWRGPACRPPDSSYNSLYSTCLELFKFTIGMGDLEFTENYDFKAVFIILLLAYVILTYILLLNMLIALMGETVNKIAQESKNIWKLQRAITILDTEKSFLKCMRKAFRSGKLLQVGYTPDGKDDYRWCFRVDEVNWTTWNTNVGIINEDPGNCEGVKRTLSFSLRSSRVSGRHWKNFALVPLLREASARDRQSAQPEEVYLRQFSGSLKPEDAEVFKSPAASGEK
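Fluo-8 calcium influx in TRPV1-expressing cells, kinetic read (ex 480/em 520 nm). Compound added and read 3 min for agonist activity, followed by capsaicin at EC20 final and 2 min further read for enhancement.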
MLL CXXC-DNA inh: MLL CXXC-DNA interaction inhibition | actives 0.037% (n = 290,000) | Q03164 | Potency, µM (doses to about 115 µM), inactives show at the highest dose activity change, negative = inhibition, usual class: inhibitors | MLL-CXXC / FITC-HOXA9 DNA fluorescence polarization | AID 2662; active means well fitted inhibition curve with a large enough effect in the polarisation, with a control signal flat, not every such curve was filed as active; inconclusive means small, poorly fitted or top-dose-only effect, or effect the other way, or a change in a side signal; inactive means no such curve, though single readings can be large or run the other way; the % refers to the polarisation; further: potency means the concentration at half of the fitted maximal effect
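Steps: dispense CXXC domain solution (7 uM) → pin compounds or unlabeled HOX-A9 DNA control → 5 min ambient → add FLSN-HOX-A9 solution (50 nM) → spin → 30 min ambient → fluorescence polarization. Tris pH 7.5/NaCl/DTT/BSA buffer.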
Numbers without * were called inactive; u = inconclusive; x = not tested or not shown; [ ] = dose if it differs, or a comment. Unless noted, the call rests on the fitted dose curve; in most records, active means well fitted curve in the direction sought with a large enough effect; inconclusive means small, poorly fitted or top-dose-only effect, or another doubt; inactive means no such curve, though single readings can be large; an effect the other way counts as inactive or inconclusive.

SMILES	ASM inhibitor	FBPA coupling cs	KCNH2 3.1 block	GALK inh	MBNL1-CUG inh	A-T KAP1 phos	a7 integrin act	hERG WT inh	TRPV1 ag	MLL CXXC-DNA inh
Cc1cc(OC(=O)c2ccc(Cl)cc2Cl)nc(C)n1	2%	4	-8	-2%	-8%	5%	-17%	1	x	39%[activator]
O=C(Nc1ccccc1N1CCCC1)c1cccc(-c2cc3ccccc3oc2=O)c1	-6%	-4	-50	3%	x	2%	12%	5	10	6%
CN(c1ccc(OCC(=O)NCCc2ccccc2)cc1)S(=O)(=O)c1ccc(Cl)cc1	0%	x	-1	x	x	3%	4%	-4	5	x
Nc1ccc(C(=O)N/N=C\C=C\c2ccc([N+](=O)[O-])cc2)cc1	-2%	2	1	-1%	u	-9%	15%	-2	-1	9%
O=C(NCc1ccccc1)c1cccc(S(=O)(=O)NCc2ccccc2)c1	-1%	-1	4	1%	-11%	2%	6%	-1	-1	6%
CCNC(=O)c1cccc(NC(=O)CC2SC(N3CCCCC3)=NC2=O)c1 (stereo not given)	5%	x	13	x	x	2%	16%	32	3	x
CCOC(=O)C(=O)/C(=C\N(C)C)c1onc(-c2ccccc2)c1C(=O)OC	23%	4	-5	-2%	u	-7%	10%	-8	-3	16%
COc1ccc(C(=O)NN=C2CCCC2)c(OC)c1	-1%	0	16	4%	12%	2%	-25%	-16	-3	-9%
CCCOC(=O)C1=C(C)NC(=O)NC1c1cccc2ccccc12 (stereo not given)	0%	1	-1	1%	-7%	-3%	17%	-3	-3	0%
Cc1ccc(C)c(NC(=O)COC(=O)c2cccc3c2C(=O)c2ccccc2C3=O)c1	-11%	-12	-2	0%	x	0%	-52%[inhibitor]	6	4	-7%
CCCCCn1c(=O)[nH]c2cc(C(=O)N3CCN(CC)CC3)ccc2c1=O	92%[activator]	-2	-1	0%	-6%	-3%	-4%	9	0	-6%
O=C(CCc1ccccc1)Nc1ccc(NC(=O)c2ccco2)cc1	2%	1	-2	1%	0%	14%	11%	1	1	-5%
CN1CCn2c1nc(N1CCCCC1)nc2=O	1%	-1	-10	-3%	1%	-3%	u	0	1	0%
COC(=O)n1c(=S)oc2cc(Cl)ccc21	x	5	x	-2%	5%	-5%	x	x	-2	8%
COc1ccccc1/C=N\NC(=O)c1ccc(COc2ccc(C)c(C)c2)o1	-1%	x	-17	x	x	x	-10%	3	x	x
O=C(CN1C(=O)c2ccccc2C1=O)NC1(C(=O)O)CCCC1	1%	x	-4	x	x	x	0%	-6	x	x
CC(C)c1ccc(S(=O)(=O)c2cnc(=S)[nH]c2N)cc1	-2%	2	2	4%	-2%	-8%	-13%	-12	1	3%
CC(C(=O)NCc1cccs1)n1cccc1 (stereo not given)	0%	-2	-6	0%	0%	-5%	-10%	-8	-2	-1%
Cc1ccc(N2C(=O)CC(N3CCN(c4ccc(F)cc4)CC3)C2=O)c(C)c1 (stereo not given)	-1%	-4	11	x	-2%	-1%	13%	4	3	1%
O=C(CSCc1ccccc1Cl)NNC(=O)c1ccccc1	14%	x	-2	1%	2%	-4%	6%[7.66 µM]	-23	-3	-14%
COc1ccc(C2CC(=O)c3cnc(N4CCc5ccccc54)nc3C2)cc1OC (stereo not given)	x	0	x	0%	x	-2%	x	x	x	6%
O=C(N/N=C/c1ccc(O)cc1)/C(=C/c1ccc([N+](=O)[O-])cc1)NC(=O)c1ccccc1	-11%	3	-10	-2%	u	0%	-11%	2	-3	7%
O=C(/C=C/c1ccc(N2CCCCC2)c([N+](=O)[O-])c1)c1ccc(O)cc1	-27%	-1	-9	-6%	2%	1%	-37%	-13	20	8%
O=C(NCc1ccccc1)c1cccc(NC(=O)C2CCC2)c1	12%	x	-3	x	x	x	0%	1	x	x
COc1ccc(N2CCN(C(=O)c3ccc4c(c3)CCN4S(=O)(=O)c3ccccc3)CC2)cc1	-1%	1	-7	5%	-6%	1%	-10%	9	-1	-6%
COc1ccc(C)cc1NC(=O)c1cnc2scc(C)n2c1=O	241%[activator]	-2	-7	2%	1%	-7%	28%	7	0	10%
Cn1c(SCC2CCCO2)nnc1-c1cccc([N+](=O)[O-])c1 (stereo not given)	4%	1	17	2%	u	-1%[11.5 µM]	10%	-20	2	-1%
Cc1ccc(C(=O)N(C)CC(=O)Nc2ccc(Cl)c(C(F)(F)F)c2)cc1S(=O)(=O)N1CCCCC1	-17%	x	29	x	x	-13%	-21%	-7	5	x
COc1ccc(C(=O)Nc2nc3ccc(OC)cc3s2)cc1	-3%	-4	-21	0%	27%	1%	u	-7	u	0%
Cn1c(N2CCCCC2)cc(=O)n(C)c1=O	0%	0	2	-2%	3%	7%	-2%	5	-11	-9%
CO/N=C/c1ccc(N2CCCC2)c([N+](=O)[O-])c1	-6%	-3	11	0%	u	0%	4%	30	6	2%
C=CCN(c1ccccc1)S(=O)(=O)c1cccc(C(=O)NCC(c2cccs2)N2CCOCC2)c1 (stereo not given)	-3%	x	-10	x	x	-4%	-15%	2	2	x
CCN1CCc2c(OCC(=O)Nc3cccc(C)c3)cccc2C1=O	-1%	-1	-3	3%	0%	1%	-12%	8	1	2%
Cc1ccc2nc(-c3ccccc3)cc(C(=O)NNC(=O)c3csc(N4CCOCC4)n3)c2c1	u	x	-3	x	x	3%	-19%	6	3	x
COC(=O)c1sc2nc(CSc3ccc(Br)cc3)[nH]c(=O)c2c1C	3%	1	-4	1%	-8%	-4%	-13%	-1	17	57%[activator]
COc1ccc(NC(=O)Cn2c(CCC(=O)O)ccc2-c2ccc(C)cc2)cc1	19%	10	7	-2%	-1%	-12%	2%	-11	3	-6%
O=C(Nc1ccccc1)c1ccccc1OCC(O)CN1C(=O)c2ccccc2S1(=O)=O (stereo not given)	-6%	5	8	1%	-2%	-4%	12%	-8	3	-1%
CCSc1nnc(NC(=O)c2csc3c2CCCC3)s1	1%	-1	x	1%	101%[activator]	18%	11%[7.66 µM]	-17	0	3%
CCS(=O)(=O)N1CCC(NC(=O)C2CCCCC2)CC1	4%	-1	-4	3%	3%	20%	35%	-5	-4	-5%
Cc1ccc(CNC(=O)N2CCN(S(=O)(=O)c3ccccc3)CC2)cc1	-4%	5	-5	2%	-4%	-3%	-13%	-5	u	12%

3 compounds out of the list above, ordered by their value in TRPV1 ag, smallest number first:
SMILES,ASM inhibitor,GALK inh,MBNL1-CUG inh,a7 integrin act,TRPV1 ag,MLL CXXC-DNA inh
O=C(N/N=C/c1ccc(O)cc1)/C(=C/c1ccc([N+](=O)[O-])cc1)NC(=O)c1ccccc1,-11%,-2%,u,-11%,-3,7%
CCN1CCc2c(OCC(=O)Nc3cccc(C)c3)cccc2C1=O,-1%,3%,0%,-12%,1,2%
O=C(/C=C/c1ccc(N2CCCCC2)c([N+](=O)[O-])c1)c1ccc(O)cc1,-27%,-6%,2%,-37%,20,8%

Compound profiles, from the list above. Screens in order: ASM inhibitor	FBPA coupling cs	KCNH2 3.1 block	GALK inh	MBNL1-CUG inh	A-T KAP1 phos	a7 integrin act	hERG WT inh	TRPV1 ag	MLL CXXC-DNA inh
C=CCN(c1ccccc1)S(=O)(=O)c1cccc(C(=O)NCC(c2cccs2)N2CCOCC2)c1 (stereo not given) reads -3%	x	-10	x	x	-4%	-15%	2	2	x
O=C(/C=C/c1ccc(N2CCCCC2)c([N+](=O)[O-])c1)c1ccc(O)cc1 reads -27%	-1	-9	-6%	2%	1%	-37%	-13	20	8%
Cn1c(SCC2CCCO2)nnc1-c1cccc([N+](=O)[O-])c1 (stereo not given) reads 4%	1	17	2%	u	-1%[11.5 µM]	10%	-20	2	-1%

Following part.
SMILES	ASM inhibitor	FBPA coupling cs	KCNH2 3.1 block	GALK inh	MBNL1-CUG inh	A-T KAP1 phos	a7 integrin act	hERG WT inh	TRPV1 ag	MLL CXXC-DNA inh
COC(=O)c1ccc(Oc2nc3c(c(=O)n(C)c(=O)n3C)n2CCC(C)C)cc1	-14%	4	-2	0%	-4%	-2%	-7%	3	-4	-1%
CSc1cccc(NC(=O)c2c(Cl)cnn2C)c1	-1%	3	21	2%	0%	x	10%	18	-2	19%
COc1cccc(Nc2nc3ccc(C(=O)c4ccccc4)cc3n3cnnc23)c1	30%	0	5	0%	11%	14%	13%	7	4	-2%
CCOC(=O)c1ccc(NC(=O)CSc2nnc(COc3ccccc3)n2C)cc1	-3%	2	-17	1%	1%	10%	-13%	4	2	-2%
Cc1ccsc1C(=O)N/N=C/C=C/c1ccccc1[N+](=O)[O-]	-9%	3	-22	0%	u	8%	0%	15	u	u

Screening data from PubChem BioAssay.
